FEN1 inh = qHTS Assay for the Inhibitors of Human Flap endonuclease 1 (FEN1) | Recombinant FEN1 flap cleavage, fluorescence, 15 min | actives 0.35% (n = 390,000) | Potency, µM (titrated, usually from 114 µM), inactives show top-dose activity change, negative = inhibition, most hits filed as inhibitors | P39748; note: nearly all actives have a fitted effect of over 65% in size
Target sequence (P39748 whole entry, looked up): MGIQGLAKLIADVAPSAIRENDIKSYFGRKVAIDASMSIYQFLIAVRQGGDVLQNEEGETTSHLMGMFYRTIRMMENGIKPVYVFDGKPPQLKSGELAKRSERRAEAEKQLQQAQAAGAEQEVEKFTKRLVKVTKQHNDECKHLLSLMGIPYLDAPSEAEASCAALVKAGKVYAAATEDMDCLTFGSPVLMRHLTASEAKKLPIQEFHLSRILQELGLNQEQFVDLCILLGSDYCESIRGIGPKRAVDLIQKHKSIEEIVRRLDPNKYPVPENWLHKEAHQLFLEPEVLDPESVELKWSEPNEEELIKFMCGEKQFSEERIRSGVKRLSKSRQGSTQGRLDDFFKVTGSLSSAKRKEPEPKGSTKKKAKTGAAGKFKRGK
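Read-out was taken twice, immediately and after 15 min, following addition of 50 nM substrate to 10 nM FEN1 that had sat with test compound for 15 min at room temperature. Curves came from a four-parameter Hill model.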
TDP1 block = qHTS Assay for Inhibitors of Tyrosyl-DNA Phosphodiesterase (TDP1). recombinant TDP1, AlphaScreen DNA substrate cleavage. Potency, µM (top dose mostly 130 µM), without a hit: at the highest dose activity change, negative = inhibition, usual class: inhibitors. Tyrosyl-DNA phosphodiesterase 1 (Homo sapiens), Q9NUW8. actives 0.28% (n = 350,000); note: nearly all actives have a fitted effect of over 40% in size
Target sequence (Q9NUW8 whole entry, looked up): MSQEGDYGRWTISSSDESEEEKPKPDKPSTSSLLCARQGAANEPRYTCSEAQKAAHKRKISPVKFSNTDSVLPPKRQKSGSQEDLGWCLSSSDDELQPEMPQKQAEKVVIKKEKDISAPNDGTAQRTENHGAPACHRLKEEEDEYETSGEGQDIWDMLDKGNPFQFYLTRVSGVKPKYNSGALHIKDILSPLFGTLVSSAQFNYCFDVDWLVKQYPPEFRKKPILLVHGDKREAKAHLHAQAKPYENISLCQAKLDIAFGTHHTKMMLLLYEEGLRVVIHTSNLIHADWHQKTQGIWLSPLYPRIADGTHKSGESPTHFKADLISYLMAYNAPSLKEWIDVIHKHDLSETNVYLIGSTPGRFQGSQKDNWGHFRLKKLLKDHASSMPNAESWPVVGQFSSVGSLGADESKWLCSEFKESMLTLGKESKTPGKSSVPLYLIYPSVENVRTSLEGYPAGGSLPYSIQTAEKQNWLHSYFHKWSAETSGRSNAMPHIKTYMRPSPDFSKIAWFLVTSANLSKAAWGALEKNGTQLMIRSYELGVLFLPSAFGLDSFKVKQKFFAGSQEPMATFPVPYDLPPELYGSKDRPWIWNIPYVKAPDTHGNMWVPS
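Signal: AlphaScreen proximity between streptavidin donor and anti-FITC acceptor beads on intact substrate. Reaction: Tdp1 1 nM, substrate 15 nM final, 5 min RT after 15 min compound preincubation.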
N370S GC = qHTS Assay for Inhibitors and Activators of N370S glucocerebrosidase as a Potential Chaperone Treatment of Gaucher Disease; N370S GC spleen homogenate, 4MU-glucoside fluorescence; AID 2101, 2009; Lysosomal acid glucosylceramidase (Homo sapiens), P04062; actives 0.092% (n = 330,000); Potency, µM (doses to about 59.4 µM), without a hit: at the top dose activity change, negative = inhibition, usual class: inhibitors;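 note: 0% = full enzyme activity and -100% = no enzyme basal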
* marks the source's active call; other numbers are inactive results; ? = inconclusive; · = not tested or not shown; & = joins results of further samples; [ ] = dose if it differs, or a comment. Calls come from the whole dose curve; as a rule, active = well fitted curve in the direction sought with a large enough effect; inconclusive = small, poorly fitted or top-dose-only effect, or another doubt; inactive = no such curve, though single readings can be large; an effect the other way counts as inactive or inconclusive. Unless noted, % is set by controls: 0 for no effect and ±100 for the full control effect; potency is the fitted concentration of half-maximal effect.

molecule	FEN1 inh	TDP1 block	N370S GC
Cc1ccc(NNC(=O)C2CCC2)cc1C	-9%	0%	-19%
CC(C)SCc1nc2ccccc2[nH]1	-3%	7%	-5%
COc1ccc(C(=O)NNC(=O)C2(C)CC2(Br)Br)cc1 (stereo not given)	-2%	5%	5%
COc1ccc(-c2c(C#N)c(SCC(=O)Nc3ccc(C)cc3)nc(C)c2C(=O)Nc2ccccc2)cc1	1%	2%[2.28 µM]	·
CCN1CCc2c(sc(NC(=S)NC(=O)c3cccc(F)c3)c2C(N)=O)C1	-8%	8%	·
Cn1ncc(Cl)c1C(=O)N1CCN(c2cccc(Cl)c2)CC1	-1%	3%	3%
COc1ccc(CNC(=O)CN(c2ccccc2)S(=O)(=O)c2ccccc2[N+](=O)[O-])cc1	0%	6%	-4%
COc1cccc(CNC(=O)c2cc(-c3cccc(OC)c3)n[nH]2)c1	-16%	8%	·
O=C(NC1CCCC1)c1ccc(CS(=O)(=O)c2ccc(Cl)cc2)o1	20%	0%	14%
Cc1ccccc1NC(=O)COC(=O)CCc1nc2ccccc2c(=O)[nH]1	13%	3%	0%
CCOC(=O)C[N+]1(C)CCN(C(C)=O)CC1	-5%	2%	-4%
O=S(=O)(/C=C/c1ccccc1)N1CCN(Cc2ccccc2)CC1	-10%	-6%	6%
CCOc1cc(C#N)c(NC(=O)c2ccc(OC)c(S(=O)(=O)N3CCCC3)c2)cc1OCC	-10%	2%	·
COC(=O)c1cccc(NC(=O)CCCOc2ccccc2)c1	-6%	4%	-8%
Cc1nn(CC(=O)c2ccc3c(c2)OCCO3)c(=O)c(C#N)c1C	9%	3%	·
Cc1ccccc1NC(=O)CCCCC(=O)Nc1ccccc1C	4%	·	-1%
COc1ccc2[nH]c(C)c(C(=O)CN(C)CC3OCCO3)c2c1	6%	·	-10%
N#CC1C(C#N)N2CCCN2C1c1ccc(Br)cc1 (stereo not given)	-6%	5%	-12%
Cc1ccc(/C=N/N=C/c2ccc(C)s2)s1	-8%	7%	-2%
O=C(NCc1ccccc1)C1CCC(=O)N(CC2CCCCC2)C1 (stereo not given)	-8%	2%	-24%
Cc1[nH]n2c(=O)c3c(nc2c1-c1ccccc1)CCC3	0%	7%	-4%
Cc1c(Br)c(=O)[nH]c(=O)n1COCc1ccccc1	4%	-9%	-2%
COC(=O)c1ccccc1OC(=O)c1cc2ccccc2oc1=O	-14%	·	1%
COc1ccc2c(=O)c(C(=O)NCc3ccccc3)c[nH]c2c1	3%	2%	-5%
CC(=O)c1ccc(N2CCN(C(=O)/C=C/c3ccc(S(=O)(=O)NCc4ccco4)cc3)CC2)cc1	1%	5%	-27%

By substructure, those above containing an NH in an aromatic ring
molecule	FEN1 inh	TDP1 block	N370S GC
CC(C)SCc1nc2ccccc2[nH]1	-3%	7%	-5%
COc1cccc(CNC(=O)c2cc(-c3cccc(OC)c3)n[nH]2)c1	-16%	8%	·
Cc1ccccc1NC(=O)COC(=O)CCc1nc2ccccc2c(=O)[nH]1	13%	3%	0%
COc1ccc2[nH]c(C)c(C(=O)CN(C)CC3OCCO3)c2c1	6%	·	-10%
Cc1[nH]n2c(=O)c3c(nc2c1-c1ccccc1)CCC3	0%	7%	-4%
Cc1c(Br)c(=O)[nH]c(=O)n1COCc1ccccc1	4%	-9%	-2%
COc1ccc2c(=O)c(C(=O)NCc3ccccc3)c[nH]c2c1	3%	2%	-5%

The list continues:
molecule	FEN1 inh	TDP1 block	N370S GC
CCCn1c(=O)c2ccccc2n2c(SCC(=O)c3ccc(CC)cc3)nnc12	5%	5%	?
O=C(CC(C(=O)O)c1c[nH]c2ccccc12)c1ccccc1 (stereo not given)	-4%	0%	3%
CC(C)(O)c1cc(=O)sc2nc3ccccc3n12	5%	-5%	10%
O=C1c2cccc3c(N4CCCCC4)ccc(c23)C(=O)N1c1cccc(O)c1	?	-6%	3%
CC1=C(C(=O)NC2CCCC(C)C2C)C2(CCCCC2)OC1=O (stereo not given)	6%	-11%	?
COc1cc(NC(=O)c2ccccc2)c(OC)cc1NC(=O)Cc1ccc(F)cc1	-4%	·	-16%
COCCCN=CC1=C(O)CC(c2ccccc2)CC1=O (stereo not given)	-4%	·	-20%
C=CCn1c(C)cc(C(=O)Cn2nc(C(=O)O)c3ccccc3c2=O)c1C	10%	1%	?
Cc1cccc(N2CC(C(=O)Nc3nnc(SCc4cccnc4)s3)CC2=O)c1 (stereo not given)	-10%	3%	-8%
COc1ccc(-c2cc(C(=O)NCCN3CCOCC3)c3ccccc3n2)c(OC)c1	-4%	1%	-14%
COc1ccc(NC(=S)N2CCN(C/C=C/c3ccccc3)CC2)c(OC)c1	7%	-5%	-10%
O=C(NCCC1CCCCN1S(=O)(=O)c1ccccc1)C(=O)NCc1ccco1 (stereo not given)	5%	·	0%
COc1ccc(C(=O)c2sc3nc4c(c(C(F)(F)F)c3c2N)CN(C(C)=O)CC4)cc1OC	-27%	1%	·
COc1ccc(CN2C(=O)c3cccnc3C2=O)cc1S(=O)(=O)N1CC(C)CC(C)C1 (stereo not given)	10%	8%	3%
CCOc1ccc(C(C)=O)cc1COC(=O)C1=COCCO1	-1%	8%	7%
CCOC(=O)c1ccc(NC(=O)CCn2c(=O)c3cccn3c3cccnc32)cc1	7%	0%	·
O=C1NC2(CCCCC2)C(=O)N1CC(=O)N(Cc1ccccc1)c1ccccc1	1%	2%	-5%
C=CCNC(=O)C1CC(=O)N(c2ccc(OCC(=O)N3CCCC3)cc2)C1 (stereo not given)	-1%	·	-6%
COc1ccccc1NC(=O)Cc1nnc(SCC(=O)Nc2ccccc2F)n1C	2%	0%	9%
Cc1cc(C(=O)NNC(=O)Nc2ccc(Cl)cc2)no1	6%	·	0%
CCOC(=O)[C@H]1[C@H]2COc3cc(OC)ccc3[C@@H]2N2C(=O)CN(CC3CCCO3)C(=O)[C@@]12C (stereo not given in full)	-9%	-4%	·
Fc1ccc(N/N=C/c2ccncc2)c(F)c1	-7%	2%	-19%
COCCOC(=O)C1=C(C)Nc2ncnn2C1c1ccccc1 (stereo not given)	3%	6%	1%
CC1CN(C(=O)CSc2nnc(NC(=O)NC(C)(C)C)s2)CC(C)O1 (stereo not given)	10%	·	-5%
COC(=O)[C@@H]1C[C@@]2(O)[C@H](O)[C@H](O)[C@H](O)C[C@H]2N1Cc1cccc2ccccc12	2%	6%&-1%	0%&-6%

New compounds follow.
smiles	FEN1 inh	TDP1 block	N370S GC
Cc1cc(C)n(-c2nc3ccccc3nc2Nc2cccc(C(=O)NCCc3ccccc3)c2)n1	-7%	-2%	·
Nc1nonc1C(=O)NCCNc1ccc([N+](=O)[O-])cc1	-4%	8%	-13%
CCc1nn2cc(C(=O)c3cc(Cl)ccc3O)cnc2c1-c1ccc(F)cc1	9%	5%	19%
O=C(CN1CCCc2ccccc21)N/N=C/c1ccc(O)cc1O	-15%	6%	3%
CCCCCCc1cc2cc(-c3nnc(-c4cccc(Cl)c4)o3)c(=O)oc2cc1O	-8%	1%[12.3 µM]	·
Cc1ccc(Cl)cc1N1CCN(C(=O)C2CCN(c3nnc(-n4cccc4)s3)CC2)CC1	4%	4%	-6%
CCOC(=O)c1cc(-c2ccccc2)nc2nc(N(CC)CC)sc12	?	-5%[0.0935 µM]	?
COc1ccc(Oc2cccc(Cl)c2CNC(=O)c2ccccc2C(=O)O)cc1	-9%	-4%	-5%
CCc1nn(C(C)C(=O)NCc2ccc(Cl)cc2)c(=O)c2cc3occc3n12 (stereo not given)	7%	0%	12%
COC(=O)c1ccc(NC(=O)CN2C(=O)CNC2=O)cc1	-8%	3%	-4%
Cn1cnnc1SCC(=O)Nc1nc(-c2ccccc2)cs1	0%	35µM*	6%
O=C1CCCC2=C1C(c1ccccc1)CC(=O)N2c1ccc(F)cc1F (stereo not given)	11%	1%	-5%
CCN(CC)CCNC(=O)C1(O)c2cc(Br)ccc2NC(=O)N1c1c(F)cccc1F (stereo not given)	4%	·	-3%
CCC(C)Sc1nc2c(c(=O)[nH]c(=O)n2C)n1CCc1ccccc1 (stereo not given)	-4%	5%	14%
Cc1ccc(-n2ncc3c(NCc4ccccc4)ncnc32)cc1	-1%	-1%	-4%
CCN1C(=O)[C@H]2[C@H]3[C@H](O)[C@H](O)C/C(=N/NC(=O)OCc4ccccc4)[C@@H]3CC[C@@H]2C1=O	·	7%[21 µM]	-12%[12.8 µM]

Compound profiles, from the list above.
Profile of CCc1nn(C(C)C(=O)NCc2ccc(Cl)cc2)c(=O)c2cc3occc3n12 (stereo not given) = FEN1 inh = 7%; TDP1 block = 0%; N370S GC = 12%
Profile of Cn1cnnc1SCC(=O)Nc1nc(-c2ccccc2)cs1 = FEN1 inh = 0%; TDP1 block = 35µM*; N370S GC = 6%

The list goes on.
smiles	FEN1 inh	TDP1 block	N370S GC
N=c1c(S(=O)(=O)c2ccccc2)cc2c(=O)n3ccccc3nc2n1CCCN1CCOCC1	-10%	·	?
O=Cc1c(NCc2ccco2)nc2ccccn2c1=O	-2%	1%	-11%
Cc1cc(C)[n+]2[nH]c(N)c(N=Nc3ccccc3)c2n1	-8%	7%	-3%
Cc1ccc(C)c(S(=O)(=O)N2CCN(C(=O)C(C)Sc3ccccc3)CC2)c1 (stereo not given)	-6%	1%	-4%
C#CCOCCOCCOCCNc1nc(N2CCN(C(=O)[C@H](CCCCN)n3cc([C@@H](N)CC(N)=O)nn3)CC2)nc(N2CCN(C(=O)[C@H](CCCCN)n3cc([C@@H](N)CC(N)=O)nn3)CC2)n1	10%	1%	·
Cc1cccc(N2CCN(C(=O)CCCn3c(=S)[nH]c4cc5c(cc4c3=O)OCO5)CC2)c1C	-4%	6%	6%
CCc1ccc(-n2c(=O)c3c4c(sc3n(CC(=O)NCCCOC)c2=O)CCC4)cc1	-5%	3%	·
CCOC(=O)C1CCCN(C(=O)c2cc(Nc3ccc(OC)c(OC)c3)nc3ccccc23)C1 (stereo not given)	0%	4%	?
Cc1ccc(S(=O)(=O)NCCCCCC(=O)Nc2cccc(C)c2)cc1	-13%	-1%	2%
NC1=C([N+](=O)[O-])C(c2ccc(F)cc2)C2=C(CCCC2=O)O1 (stereo not given)	15%	6%	5%
CN1CCN(S(=O)(=O)Cc2ccc(Cl)cc2)CC1	?	3%	25%
COc1ccc(N(C(=O)COc2ccccc2OC)S(=O)(=O)c2ccc(Cl)cc2)cc1	-12%	5%[12.3 µM]	·
CCOc1ccc(NC(=O)CCC(=O)NNC(=O)COc2ccccc2C)cc1	42%[activator]	-5%	10%
O=C(Cc1cccs1)NNC(=S)NCc1ccc(Cl)cc1	3%	8%	3%
CC1CN(S(=O)(=O)c2cccc(-c3csc(-c4ccccc4)n3)c2)CC(C)O1 (stereo not given)	-17%	·	3%
COc1ccc(CN(C(=O)/C=C/C(=O)c2ccc(OC)cc2O)C(C(=O)NC2CCCCC2)c2ccncc2)cc1 (stereo not given)	-19%	2%	-8%
C/C(=N/NC(=O)C1CC1(c1ccccc1)c1ccccc1)c1ccco1 (stereo not given)	-1%	5%	18%
COc1ccc(-c2nc(CS(=O)(=O)CC(=O)NCCCN3CCOCC3)c(C)o2)cc1	2%	2%	-7%
COc1ccc(NC(=O)CSCc2ccc([N+](=O)[O-])cc2)cc1OC	4%	·	0%
O=S(=O)(NCCc1csc2nc(-c3ccc(Cl)cc3)nn12)c1ccc2c(c1)OCCO2	15%	5%	·
CCC(c1nnnn1CCOC)N1CCN(Cc2ccccc2)CC1 (stereo not given)	-6%	3%	-8%
COc1ccc(C(=O)NNC2=C(C(=O)C(F)(F)F)CCC2)cc1	-5%	9%	1%
COc1ccc(S(=O)(=O)N2CCCC(C(=O)NCC3CCCO3)C2)cc1OC (stereo not given)	7%	12%	-9%
O=C(O)c1ccc(Nc2nc(-c3cccnc3)cs2)cc1	-6%	·	-11%
